Tb PFK block – T. brucei PFK enzyme inhibition; O15648; T. brucei PFK, ADP-Glo luminescence; Potency, µM (doses to about 57.5 µM), without a hit: at the top dose activity, negative = inhibition, actives largely listed as inhibitors; 330,000 compounds, 0.17% hits;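 note: potency is the fitted concentration of half-maximal effect; 0% = uninhibited 1x PFK enzyme wells and -100% = no-enzyme wells; nearly all actives have a fitted effect of over 60% in size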
Target sequence (O15648 whole entry, looked up): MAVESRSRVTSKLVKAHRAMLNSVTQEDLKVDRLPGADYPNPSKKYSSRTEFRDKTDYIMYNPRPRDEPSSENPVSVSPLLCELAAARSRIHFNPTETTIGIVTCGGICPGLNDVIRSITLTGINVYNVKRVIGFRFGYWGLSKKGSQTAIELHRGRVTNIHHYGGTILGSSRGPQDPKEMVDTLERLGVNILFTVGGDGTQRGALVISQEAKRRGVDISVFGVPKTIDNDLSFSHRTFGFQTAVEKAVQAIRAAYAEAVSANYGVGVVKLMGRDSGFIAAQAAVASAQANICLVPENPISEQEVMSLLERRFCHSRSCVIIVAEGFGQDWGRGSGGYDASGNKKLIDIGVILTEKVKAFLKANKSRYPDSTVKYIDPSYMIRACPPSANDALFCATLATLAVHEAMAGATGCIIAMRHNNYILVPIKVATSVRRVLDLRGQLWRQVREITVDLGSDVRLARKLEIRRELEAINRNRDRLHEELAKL
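Activity is normalized to no-enzyme wells (full inhibition) and 1.25 nM enzyme wells (no inhibition). Reaction: 0.5 mM F6P, 0.1 mM ATP, 45 min RT, ADP-Glo luminescence; concentration-response curves fitted and classed by quality.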
Gal4-VP16 FLuc – inhibits Gal4-VP16 luciferase reporter, ROR gamma counter-screen; Drosophila S2 Gal4-VP16 UAS-luciferase, luminescence, 20 h; Potency, µM (highest dose often 53.6 µM), for the others: at the top dose activity, negative = inhibition, usual class: inhibitors; 310,000 compounds, 3.5% hits;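 note: Gal4-VP16 expression switched on by copper sulfate through the metallothionein promoter; potency is the fitted concentration of half-maximal effect; % is set by controls: 0 for no effect and ±100 for the full control effect; nearly all actives have a fitted effect of over 50% in size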
Rab9 prom act – activates the Rab9 promoter | Huh7 Rab9 promoter-luciferase reporter, luminescence, 24 h | Potency, µM (highest dose often 9.22 µM), without a hit: at the top dose activation, negative = inhibition, most hits filed as activators | 320,000 compounds, 2.8% hits; note: potency is the fitted concentration of half-maximal effect; % of control where 0% means no effect; nearly all actives have a fitted effect of over 60% in size
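Rab9 promoter-driven luciferase in stably transfected Huh7 cells; 1500 cells/well rested 2 h, exposed to compound in DMSO for 24 h at 37 °C, 5% CO2. Luminescence read 10 min after adding luciferase reagent at ambient temperature.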
NPC1 promoter act – NPC1 promoter activation; Huh7 NPC1 promoter luciferase reporter, 24 h; 320,000 compounds, 2.4% hits; Potency, µM (series often up to 9.22 µM), inactives show at the top dose activation, hits mostly activators;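 note: potency is the fitted concentration of half-maximal effect; % of control where 0% means no effect; nearly all actives have a fitted effect of over 60% in size; reporter is driven by a mutant NPC1 promoter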
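Compounds in DMSO were transferred onto Huh7 NPC1-luciferase reporter cells pre-incubated 2 h; after 24 h at 37 °C, Amplite reagent was dispensed and luminescence recorded 10 min later.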
KCNH2 3.1 inh – inhibitors of human KCNH2 3.1 potassium channel isoform; U2OS KCNH2 3.1, thallium flux FluxOr; hits give low values; activity change, % (tested at about 1.8 µM); 340,000 compounds, 0.95% hits;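 active = maximum activity change below -70%; inconclusive = maximum activity change from -70% to -50%; inactive = maximum activity change above -50%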;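 note: thallium influx rate constant from kinetic fluorescence after stimulation buffer; % is set by controls: 0 for no effect and ±100 for the full control effect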
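Measured as rate of thallium-driven FluxOr signal in transduced U2OS cells carrying the 3.1 channel, read kinetically for 2 min upon stimulation; values are rate constants scaled to DMSO control wells.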
ELG1 genotoxic – induces genotoxicity in HEK293T cells with luciferase-tagged ELG1 | HEK293T ELG1-luciferase reporter, luminescence, 16 h | Potency, µM (series often up to 46 µM), inactives show at the top dose activity change, positive = activation, most hits filed as activators | 330,000 compounds, 1.3% hits; note: potency is the fitted concentration of half-maximal effect; % of control where 0% means no effect; nearly all actives have a fitted effect of over 60% in size
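DMSO vehicle served as control against compound-treated ELG1-luciferase HEK293T cells; exposure lasted 16 hr at 37 °C and 5% CO2, followed by ONE-Glo luminescence detection after 30 min.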
FLuc counter – firefly luciferase modulation, counter-screen for miR-21 project | P08659 | purified FLuc, Km substrates, luminescence inhibition | Potency, µM (highest dose often 57.5 µM), for the others: at the highest dose activity change, negative = inhibition, hits mostly inhibitors | 360,000 compounds, 6.9% hits | AID 588342;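 note: potency is the fitted concentration of half-maximal effect; plate controls were vehicle for no effect and reference inhibitor for full effect; nearly all actives have a fitted effect of over 55% in size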
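Purified P. pyralis luciferase (10nM final) with 10uM D-luciferin and 10uM ATP (Km levels) in 50mM Tris acetate pH 7.5, 10mM Mg acetate, 0.01% Tween-20, 0.05% BSA; qHTS 6-point titration, ~60 µM downward; luminescence read.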
uPA generation – blocks generation of uPA at the cell surface | Potency, µM (series often up to 38.3 µM), for inactives: at the top dose activity change, negative = inhibition, usual class: inhibitors | 330,000 compounds, 0.31% hits | AID 540303 | cell surface uPA generation assay, qHTS; active = well fitted inhibition curve with a large enough effect; inconclusive = small, poorly fitted or top-dose-only effect; inactive = no such curve, though single readings can be large or run the other way; tested in mouse RAW 264.7 cells; note: potency is the fitted concentration of half-maximal effect; % is set by controls: 0 for no effect and ±100 for the full control effect; nearly all actives have a fitted effect of over 55% in size
RORg inh – ROR gamma (mouse) transcription inhibition. P51450. Drosophila S2 Gal4-RORgamma UAS-luciferase reporter, 20 h. Potency, µM (titrated, usually from 53.6 µM), for inactives: top-dose activity change, negative = inhibition, most hits filed as inhibitors. 310,000 compounds, 5.4% hits. AID 2551; note: potency is the fitted concentration of half-maximal effect; % is set by controls: 0 for no effect and ±100 for the full control effect; nearly all actives have a fitted effect of over 60% in size
Target sequence (P51450 whole entry, looked up, the tested form may be a part): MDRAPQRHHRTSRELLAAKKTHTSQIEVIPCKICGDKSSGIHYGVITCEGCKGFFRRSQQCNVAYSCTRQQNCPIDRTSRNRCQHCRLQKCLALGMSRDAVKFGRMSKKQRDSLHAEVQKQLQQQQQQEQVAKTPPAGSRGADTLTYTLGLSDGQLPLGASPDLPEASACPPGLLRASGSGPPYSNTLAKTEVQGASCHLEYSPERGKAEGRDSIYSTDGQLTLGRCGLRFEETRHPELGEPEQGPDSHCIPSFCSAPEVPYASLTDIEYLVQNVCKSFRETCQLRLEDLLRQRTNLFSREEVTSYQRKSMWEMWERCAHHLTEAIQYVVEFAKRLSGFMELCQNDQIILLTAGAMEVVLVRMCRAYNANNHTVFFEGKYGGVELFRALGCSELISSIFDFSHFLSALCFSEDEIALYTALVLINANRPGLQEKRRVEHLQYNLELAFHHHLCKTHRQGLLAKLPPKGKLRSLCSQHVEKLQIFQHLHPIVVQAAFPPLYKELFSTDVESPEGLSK
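Read-out: Photinus luciferase luminescence; inhibitors lower reporter signal. Insect Schneider cells with Gal4-ROR gamma fusion under metallothionein promoter, UAS reporter; 700 uM final copper sulfate induction, 20 hr, ambient temperature.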
Giardia killer – Giardia lamblia killing; 340,000 compounds, 0.15% hits; AID 540267; Giardia lamblia trophozoite viability; activity change, % at 7.66 µM, hits read low; in the data active = activity change below about -80%; inconclusive = between about -30% and that limit;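 note: parasites exposed to compound for two days anaerobically before the ATP read; % is set by controls: 0 for no effect and ±100 for the full control effect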
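Trophozoite viability was measured as ATP-dependent luminescence, read 15-30 min after reagent addition. Before that, parasites at 100 cells/well were exposed to compounds for 48 h, anaerobically, at 37 deg C.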
Coupling enz – counter-screen for Giardia aldolase inhibitors: coupling enzyme system; coupling enzyme system counterscreen, AmpLite Red fluorescence; activity change, negative = inhibition, % at 58.2 µM, hits read low; 290,000 compounds, 0.67% hits; in the data active = activity change below about -30%; note: % is set by controls: 0 for no effect and ±100 for the full control effect
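Coupling enzymes only (glyceraldehyde-3-phosphate) + compound, at 57.5 uM final, 10 min RT; add substrate/coupling/AmpLite Red mix, 20 min RT; fluorescence ex 525/em 598 nm. Actives flag coupling-system interference.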
An asterisk follows results filed as active; ? = inconclusive; . = no result given; & = joins results of further samples; [ ] = remark or other dose. Unless noted, calls come from the whole dose curve; as a rule, active = well fitted curve in the direction sought with a large enough effect; inconclusive = small, poorly fitted or top-dose-only effect, or another doubt; inactive = no such curve, though single readings can be large; an effect the other way counts as inactive or inconclusive.

SMILES | Tb PFK block | Gal4-VP16 FLuc | Rab9 prom act | NPC1 promoter act | KCNH2 3.1 inh | ELG1 genotoxic | FLuc counter | uPA generation | RORg inh | Giardia killer | Coupling enz
CCc1ccc2c(c1)/C(=N/OC)C(=O)N2 | -6% | -9% | -3% | -1% | . | 11% | -1% | 2% | 1% | 5 | 2
CCOC(=O)C(C)Sc1ncnc2c1c(-c1ccccc1)cn2-c1ccc(OC)cc1 (stereo unspecified) | 1% | -18% | -6% | -1% | 0 | -10% | 3% | -4% | ? | 13 | -1
COC(=O)[C@H]1[C@H]2C[C@@H]3c4[nH]c5cc(OC)ccc5c4CCN3C[C@H]2C[C@@H](OC(=O)c2cc(OC)c(OC)c(OC)c2)[C@@H]1OC | -5% | 3%&-4% | -23%[46.1 µM] | -14%[46.1 µM] | -19 | -18% | 7% | -12% | -26%&-22% | 11 | .
CCCNC(=O)c1ccc(COc2cccc3ccccc23)o1 | 2% | ? | 1% | 3% | -11 | 0% | -10% | -8% | ? | 16 | 0
O=C1c2cccc3c(N4CCCCC4)ccc(c23)C(=O)N1c1ccccn1 | -2% | 2% | 20% | 13% | 2 | -2% | ? | 3% | ? | -1 | -6
CN(CC(=O)Nc1ccc(Cl)c(C(F)(F)F)c1)C(=O)CCCc1nc2ccccc2c(=O)[nH]1 | -15% | . | -13% | -8% | -5 | -7% | 0% | 11% | . | 6 | .
O=C(CC1SC(N2CCCC2)=NC1=O)Nc1ccc(C(=O)Nc2ncccc2O)cc1 (stereo unspecified) | 1% | . | ? | 16% | -1 | ? | 1% | -4% | . | 4 | .
CN(C)c1ccc(-c2nc3ccccn3c2/N=C/c2ccc(Br)cc2)cc1 | 0% | 8.9µM* | ? | ? | 10 | ? | 0.6µM* | -8% | 7.1µM* | ? | -6
COc1cccc(NC(=O)NC2CCN(Cc3nnnn3Cc3ccc4c(c3)OCO4)CC2)c1 | 0% | 5% | -2% | -3% | -1 | -4% | -2% | 9% | 6% | -5 | 5
Cc1ccc(OCC(=O)Nc2ccc(N(C)C)cc2)cc1 | -3% | 25% | 9% | 16% | 1 | 11% | -11% | -4% | -30% | -18 | 2
Cc1ccc(S(=O)(=O)N/N=C/c2cccs2)cc1 | -5% | -4% | -7% | -1% | 8 | 0% | -19% | 1% | 4% | -9 | 3
Cc1cc(OCC(=O)NNC(=S)NC(=O)c2cccs2)ccc1Cl | 0% | ? | -5% | 0% | 27 | 9% | 0% | -3% | 7.9µM* | -9 | .
COc1ccc(S(=O)(=O)N(C)C[C@H]2Oc3ccc(NC(=O)Cn4cnnn4)cc3C(=O)N([C@H](C)CO)C[C@@H]2C)cc1 | 7% | . | . | . | -10 | -1% | . | 3% | . | 5 | .
Cc1ccccc1-c1ccccc1CN1[C@@H](C(C)C)COCCS1(=O)=O | 4% | . | . | . | -2 | -4% | . | 14% | . | -14 | .
CCOC(=O)c1ccccc1NC(=O)COC(=O)CCNS(=O)(=O)c1ccccc1 | 2% | -4% | 3% | 0% | -5 | -2% | 3% | 4% | -1% | 7 | .
Cn1cc(SCC(=O)NCCc2ccccc2)c2ccccc21 | -5% | -1% | -10% | -1% | -2 | -1% | 4% | 0% | -1% | 5 | 0
C=CCSc1nnc(-c2ccccc2NC(C)=O)c(=O)[nH]1 | 3% | 5% | -1% | -4% | 6 | 1% | 3% | 0% | 33% | 10 | 2
Cc1nc2c(cc1C#N)C(=O)c1ccccc1-2 | 3% | 1% | 2% | -2% | 10 | 3% | 2% | 2% | -20% | -4 | 0
Nn1cnnc1N/N=C/c1ccccc1C(F)(F)F | 2% | -5% | -5% | 2% | -3 | -2% | 6% | -3% | -15% | -25 | -3
c1ccc2c(Nc3nncs3)c3ccccc3nc2c1 | 1% | -12% | -4% | -4% | 8 | -1% | -2% | 9% | -1% | 6 | -1
CCN1CCN(c2nc3c(c(=O)[nH]c(=O)n3C)n2Cc2ccccc2)CC1 | 1% | -3% | 1% | 1% | 4 | 7% | 0% | 3% | -3% | -8 | 4
CC(=O)N/C(=C/c1ccc2c(c1)OCO2)C(=O)NCCO | 5% | 2% | -1% | -1% | 0 | 3% | -4% | -1% | -4% | 4 | 1
COc1cc(-c2cc(C(=O)O)c3c(OC)c(OC)c(OC)cc3n2)ccc1O | 0% | -5% | -2% | 3% | . | -3% | 6% | 14% | -12% | -5 | 1
CC(C)Cc1nc2oc3c(N4CCN(CCO)CC4)ncnc3c2c2c1CCCC2 | -2% | -12% | -10% | -3% | 3 | -10% | -5% | 6% | ? | 3 | -2
O=C(Nc1nnc(SCc2ccc(F)cc2)s1)C1=COCCO1 | 2% | . | 19% | 13% | 0 | 1% | -17% | 8% | . | -11 | .
Cc1nc2ccccc2c(=O)n1-c1ccc(F)c(NC(=O)c2cccs2)c1 | -4% | . | 3% | -6% | 3 | 1% | 0% | -1% | . | 25 | .
Cc1cc(NC(=O)c2ccc3c(c2)C(=O)N(CC(C)C)C3=O)no1 | -3% | 1% | -3% | 0% | -4 | -1% | -4% | -2% | 1% | 33[activator] | -1
Cc1ccc(C)c(S(=O)(=O)c2c(N)n(/N=C/c3ccco3)c3nc4ccccc4nc23)c1 | -6% | ? | -3% | -1% | -5 | -3% | -11% | 5% | ? | 8 | -14
Cc1ccc(/C=N/NC(=O)CNC(=O)COc2ccccc2)cc1 | -7% | 2% | 0% | -2% | 4 | 1% | 1% | 4% | 10% | -11 | 11
Cc1ccc(S(=O)(=O)N2CCN(C(=O)c3c(-c4ccccc4)noc3C)CC2)c(C)c1 | -3% | -8% | 0% | -4% | -3 | -4% | 2% | 1% | 18% | 8 | 0
COc1cc2[nH]c3c(Cl)ncnc3c2cc1OC | 0% | -20% | -5% | -3% | 1 | 0% | -7% | ? | -3% | -1 | -43*
COc1cccc(NC(=O)c2ccnc(N3CCC(C(=O)NCc4ccccc4OC)CC3)c2)c1 | 0% | 4% | 30% | 20% | -109* | 4% | -19% | 0% | 26% | 1 | 2
O=C(C[C@@H]1C/C=C\C[C@H](Cc2ccc(F)cc2)C(=O)OC[C@H]2CCCN2C1=O)N[C@H](CO)Cc1ccccc1 | -4% | . | . | . | 1 | -6% | . | -16% | . | 12 | .
O=C1CCN=C(Nc2ccc(F)cc2)N1Cc1ccccc1 | 0% | -4% | -2% | 0% | -21 | 4% | -8% | -2% | 26% | 9 | -2
CCc1cccc(NS(=O)(=O)c2csc(C(N)=O)c2)c1 | 3% | ? | -13% | -27% | -3 | -9% | 0% | -3% | ? | -6 | -1
COc1ccc(Oc2ccc3c(C(F)(F)F)cc(C(F)(F)F)nc3n2)cc1 | 5% | -4% | 2% | 5% | -1 | -5% | -1% | . | 34% | -12 | -3
Cc1ccc(S(=O)(=O)N2CCN(C(=O)Cn3c(=O)oc4ccccc43)CC2)cc1 | -1% | . | . | . | 4 | 19% | . | 3% | . | -7 | .
N/C(=N\c1nc2ccccc2o1)NC(=O)c1ccccc1 | 4% | -25% | ? | 4µM* | -10 | 8.2µM* | ? | 0% | 7.1µM* | -2 | 3
N/C(=N\OC(=O)COc1ccc2ccccc2c1Br)c1cccnc1 | 0% | -14% | -2% | 1% | . | 11% | 19µM* | . | 41% | . | 4
O=C(CCn1cccc1)Nc1cc(F)ccc1F | -6% | 3% | -9% | 2% | 4 | -1% | -3% | -8% | 14% | -5 | 1
O=C(O)c1cc(-c2cccs2)nc2cc3c(cc12)OCCO3 | -2% | -2% | -1% | 3% | -15 | 10% | 9.5µM* | ? | -4% | ? | 7
COc1ccccc1NC(=O)Nc1nnc(CC(=O)Nc2ccccc2)s1 | 1% | -6% | 0% | -3% | . | ? | 1% | . | -26% | . | -1
CC(OC(=O)CSc1ccc(F)cc1)C(=O)NC1(C#N)CCCCC1 (stereo unspecified) | 0% | -2% | -1% | 2% | -1 | -1% | 7% | 5% | -44% | -5 | .
N#CCc1ccc(Oc2ccc([N+](=O)[O-])cn2)cc1 | -6% | ? | -1% | -5% | 3 | -5% | 0% | 2% | 4% | 13 | 1
Cc1cccc2cc(C(c3nnnn3Cc3ccccc3)N3CCN(c4ccccc4)CC3)c(=O)[nH]c12 (stereo unspecified) | -7% | -3% | 2% | 15% | -27 | -11% | 1% | 2% | 5% | -6 | -12
COc1ccc2c(c1)C(=O)CC(c1ccc3c(c1)OCCO3)O2 (stereo unspecified) | -3% | -2% | ? | ? | -3 | 15% | 21µM* | -4% | 22% | 2 | 5
C=CCn1c(-c2ccc(F)cc2)n[nH]c1=S | 0% | ? | 1% | 3% | 6 | 0% | -12% | . | 7.9µM* | -12 | 0
O=C(CCNC(=O)c1ccccc1)NNC(=O)c1ccc(F)cc1 | -3% | . | . | . | 2 | 0% | . | 12% | . | 17 | .

Assay outcomes as filed in PubChem.
